V-ATPase pH – yeast V-ATPase proton transport regulation by pHLuorin; S. cerevisiae, pHLuorin cytosolic pH fluorescence; response, % at 10 µM; actives 0.37% (n = 350,000); in the data active = response mostly above about 7.3%, no sharp cut-off; inactive = mostly below about 5.4%; also: actives read high; inactives centre near 0; some compounds called inactive have numbers as strong as hits; reference of the scale not given here
Keap1 Nrf2 FP – disrupts human Keap1 binding to Nrf2 peptide; actives 0.15% (n = 340,000); Q14145; inhibition, % at 9.4 µM; Keap1 Kelch-Nrf2 peptide fluorescence polarization, 1536-well; in the data active = inhibition above about 12%;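 also: human Keap1 Kelch domain with fluorescein labeled Nrf2 9mer peptide probe; 0% = neutral control wells and 100% = peptide positive control; higher means more block of Keap1 binding to Nrf2 peptide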
HTR5A inv ctr – HTR5A inverse agonism, opioid heterodimer counter-screen. P47898. actives 0.083% (n = 340,000). inhibition, % at 9.3 µM. HTR5A cell line, luminescence; in the data active = inhibition mostly above about 23%, no sharp cut-off; inactive = mostly below about 18%;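 also: 0% = cells with DMSO and 100% = no-cell wells with DMSO; some compounds called inactive have numbers as strong as hits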
MOR-DOR ag – OPRM1-OPRD1 heterodimerization agonism. cells, luminescence. AID 504326. actives 0.3% (n = 340,000). P35372+P41143. activation, % at 9.3 µM; in the data active = activation above about 18%;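 also: 0% = vehicle-treated cells and 100% = reference agonist; values of inactives mirror those of a sister screen read the other way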
Target sequence (P35372 whole entry, looked up): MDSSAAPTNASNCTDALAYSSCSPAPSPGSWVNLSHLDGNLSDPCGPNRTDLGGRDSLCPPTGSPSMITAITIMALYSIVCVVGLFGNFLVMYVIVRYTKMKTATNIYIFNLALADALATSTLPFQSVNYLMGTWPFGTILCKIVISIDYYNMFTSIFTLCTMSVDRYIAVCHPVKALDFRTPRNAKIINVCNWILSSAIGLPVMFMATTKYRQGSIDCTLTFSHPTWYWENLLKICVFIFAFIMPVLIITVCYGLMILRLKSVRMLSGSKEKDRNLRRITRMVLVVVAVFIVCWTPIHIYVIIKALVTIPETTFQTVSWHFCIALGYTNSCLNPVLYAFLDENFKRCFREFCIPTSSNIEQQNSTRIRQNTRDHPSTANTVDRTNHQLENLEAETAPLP
Target sequence (P41143 whole entry, looked up): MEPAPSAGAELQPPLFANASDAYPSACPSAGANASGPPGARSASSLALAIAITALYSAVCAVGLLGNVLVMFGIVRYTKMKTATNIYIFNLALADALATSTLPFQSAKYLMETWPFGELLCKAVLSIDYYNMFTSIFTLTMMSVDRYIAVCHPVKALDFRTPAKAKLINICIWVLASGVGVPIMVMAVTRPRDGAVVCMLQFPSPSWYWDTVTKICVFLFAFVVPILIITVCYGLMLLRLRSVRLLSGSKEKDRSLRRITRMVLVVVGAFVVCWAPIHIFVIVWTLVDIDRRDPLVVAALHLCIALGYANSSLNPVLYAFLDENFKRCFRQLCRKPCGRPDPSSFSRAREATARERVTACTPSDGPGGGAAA
OPRM1-OPRD1 inv – inverse agonist of human OPRM1-OPRD1 heterodimerization. inhibition, % at 9.3 µM. actives 0.21% (n = 340,000). P35372+P41143. cell-based MOR-DOR heterodimer luminescence, inverse agonism. AID 504357; in the data active = inhibition above about 22%, passing the limit was not always enough;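 also: 0% = cells with DMSO and 100% = wells without cells with DMSO; values of inactives mirror those of a sister screen read the other way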
HTR5A ag ctr – activates human HTR5A in OPRM1-OPRD1 agonist counter-screen; P47898; HTR5A agonist assay, luminescence, cell-based; activation, % at 9.3 µM; actives 0.61% (n = 340,000); AID 504692; in the data active = activation mostly above about 9.5%, no sharp cut-off; inactive = mostly below about 7.6%;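 also: 0% = cells with vehicle only and 100% = reference agonist; strong numbers were not always called active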
cardiac RTF act – cardiac RTF calcium sensitization | P19429+P45379 | IANBD-labeled TnC RTF fluorescence at EC20 calcium; 0% EC20 calcium, 100% full calcium | activation, % at 7.2 µM | actives 0.24% (n = 340,000) | AID 493008;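 active = activation above the mean over all tested compounds plus 3 SD, cut at about 30% in these data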;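 also: rise in fluorescence read as greater calcium sensitivity of cardiac thin filaments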
CAL PDZ FP – inhibitors of human CAL PDZ peptide binding; actives 0.92% (n = 300,000); purified CAL PDZ, TMR-peptide fluorescence polarization, 1 h; inhibition, % at 24.9 µM; Q9HD26;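 active = mean inhibition of at least 30% with at least half of replicates also reaching 30%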;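 also: 0% = DMSO neutral control and 100% = excess unlabeled competitor peptide PRC23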
C-LANA FP – KSHV C-LANA DNA binding inhibition; inhibition, % at 9 µM; MBP-C-LANA/FAM-LBS DNA binding, fluorescence polarization; actives 0.078% (n = 340,000); AID 504423;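 active = highest replicate inhibition at or above 60% at 9 µM, even if other replicates fall short; inactive = all replicates below 60% inhibition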;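 also: 0% = neutral control wells and 100% = 4 µM acridine orange control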
RTF Ca sens inh – cardiac RTF calcium desensitization; inhibition, % at 7.15 µM; IANBD-labeled cardiac RTF, Ca2+ fluorescence; AID 493244; actives 0.12% (n = 340,000);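 active = inhibition above the mean inhibition of all tested compounds plus 3 SD, cut at about 17% in these data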;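 also: assay run at fixed EC70 calcium of 1.6 mM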
* = called active by the depositor; x = no result given.

SMILES	V-ATPase pH	Keap1 Nrf2 FP	HTR5A inv ctr	MOR-DOR ag	OPRM1-OPRD1 inv	HTR5A ag ctr	cardiac RTF act	CAL PDZ FP	C-LANA FP	RTF Ca sens inh
O=C(CSc1nnc(NC2CCCCC2)s1)NN1C(=O)NC2(CCCCC2)C1=O	4	-6	-4	-1.2	7	1	13	-3	1.4	2
CC(N=c1ccccn1C(=O)Nc1cccc(C(F)(F)F)c1)c1ccco1 (configuration not stated)	1	0	0	-1.0	6	0	4	-4	-1.6	-12
CSc1nc2c(c(=O)n1Cc1ccccc1)SC(C)C2 (configuration not stated)	4	4	11	0.4	-2	0	-2	-2	-6.8	6
O=C(CCN1C(=O)[C@@H]2Cc3ccccc3CN2C1=O)NCc1ccccc1	3	7	9	-1.1	6	-2	-1	0	0.5	-1
CCNc1nc(NC(C)C)nc(NC(C)(C)C)n1	3	-3	14	-1.9	10	0	0	x	-0.9	1
CC1Cc2ccccc2N1C(=O)c1ccc2c(c1)OCO2 (configuration not stated)	-4	-3	-2	-2.2	11	0	-5	1	-0.7	1
CCCSC1=C(C#N)C(c2ccc(O)c(OC)c2)CC(=O)N1 (configuration not stated)	2	2	6	-1.7	10	-2	-6	x	-0.4	-6
Cc1ccc(-c2noc(Cn3nc(C(=O)O)c4ccccc4c3=O)n2)cc1	-1	-1	2	-1.6	11	-1	-11	-2	1.5	5
O=C(COC(=O)C1CC2C=CC1C2)NCCc1ccccc1 (configuration not stated)	2	-5	-1	1.1	-6	0	2	9	0.3	3
Cc1ccccc1N(C)C(=O)C1CCCN(c2ncnc3c2nc2n3CCCCC2)C1 (configuration not stated)	-1	-7	6	-0.9	5	0	-7	x	0.0	5
CCOC(=O)C(=CNc1ccc(C#N)cc1)C(=O)OCC	1	-11	-7	-0.7	3	3	3	-2	-2.8	-9
Nc1nnc(SCC(=O)N2CCCCC2)s1	-3	0	10	-3.8	16	-4	-1	-2	-2.4	5
CCn1c(SCc2nc(CC(=O)Nc3ccccc3OC)no2)nnc1-c1cccs1	0	-3	7	-1.6	8	-3	-2	-1	1.5	-4
COc1ccc(C(=O)C2CCCN(C(=O)CCc3ccccn3)C2)c(C)c1 (configuration not stated)	1	-6	-18	0.3	-2	6	-3	-1	-1.5	0
COc1ccc(CN2CC(C(=O)NCc3ccc4c(c3)OCO4)CC2=O)cc1 (configuration not stated)	-4	-2	0	-1.4	8	2	-6	x	-0.4	2
C=CCn1c(=O)c(CCC(=O)Nc2ccc(N3CCOCC3)cc2)nc2cc(C(F)(F)F)ccc21	1	0	-4	-1.1	6	3	1	2	0.6	-1
C/C(=N\NC(=S)NCc1ccccc1)c1ccc2c(c1)OCCO2	0	-2	7	-0.2	1	-3	1	-19	-0.3	6
Cc1cn(CCOc2ccc(Cl)cc2)c(=O)[nH]c1=O	3	3	-8	-3.0	14	2	5	-2	-0.3	-2
CC(=O)c1cccc(N(CC(=O)Nc2cccnc2)S(C)(=O)=O)c1	-3	-5	-9	-2.9	13	-2	4	-3	-1.3	-10
CCn1[nH]c(=O)c(=Nc2c(C)n(C)n(-c3ccccc3)c2=O)cc1-c1ccc(Cl)cc1	-2	0	7	-3.1	14	3	-5	-2	0.0	0
Cc1nc(C)c(C(=O)Nc2ccccc2)s1	-3	-4	-6	-2.0	8	2	0	x	-0.6	-3
O=C(Nc1ccc2nn(-c3ccccc3)nc2c1)c1ccc(Br)o1	2	-5	0	1.6	-10	0	7	-9	1.2	-10
CCc1ccccc1N(CC(=O)NCc1ccccc1)C(=O)CCC(=O)Nc1ccccn1	4	3	12	-3.9	21	-4	-9	0	1.2	0
O=C(CCn1c(=O)oc2ccccc21)Nc1ccc2c(c1)OCCO2	7	-5	-13	-1.2	7	4	3	x	-0.3	-6
CC(C(=O)OCC(=O)NC1CCCCC1)N1C(=O)c2ccccc2C1=O (configuration not stated)	-2	-1	-13	-1.0	5	3	2	x	-0.8	2
O=C(NCc1cccs1)Nc1cccs1	1	-2	-1	0.0	0	-2	11	2	1.0	-6
Cc1ccc(NC(=O)/C=C/C(=O)O)c([N+](=O)[O-])c1	-2	-3	-23	-1.8	10	-1	1	-2	-0.2	-5
O=C(Oc1ccccc1)Oc1ccc2c(c1)oc(=O)c1ccccc12	-1	-1	-11	-0.6	3	0	-11	-2	0.7	0
CC(=O)NCC1CCCN(Cc2cn(-c3ccccc3)nc2-c2ccc3c(c2)OCO3)C1 (configuration not stated)	-1	-5	-5	-2.2	10	2	3	2	1.0	-4
Cc1cccc(Nc2nccc(N(C)C)c2C#N)c1	2	-3	x	x	x	x	x	0	1.3	x
COc1ccccc1N1CCN(C(=O)C2CCN(C(=O)c3ccc(C(C)(C)C)cc3)CC2)CC1	0	1	6	-4.0	21	-2	-3	0	1.8	-10
COc1ccc([C@@H]2Sc3cc(OC)ccc3N(CCN(C(C)C)C(C)C)C(=O)[C@H]2OC(C)=O)cc1	0	0	-9	-1.8	9	4	-1	x	2.0	-2
COc1ccc(C)cc1-n1c(SCC(=O)NC2CC2)nc2ccccc2c1=O	-1	0	-22	-4.3	16	4	-4	6	0.7	-7
O=C(NNC(=O)c1cccs1)c1ccccc1	0	-3	10	-1.9	11	-4	6	2	0.5	5
COC(=O)Cn1cnc2c(oc3ccccc32)c1=O	-3	2	12	-4.2	22	-2	-5	3	0.0	-8
Cc1ccc(C)c(OCC(=O)Nc2ccc(S(=O)(=O)Nc3ncccn3)cc2)c1	0	-4	4	-1.0	6	2	-2	x	-1.1	-17
Cn1cc(SCC(N)=O)c2ccccc21	-1	-7	2	-1.8	11	2	1	-2	-1.7	-8
CCOC(=O)CC(NC(=O)Cc1ccccc1)c1ccccc1Cl (configuration not stated)	0	-3	-3	1.1	-6	1	0	-5	0.7	-4
CCc1cccc(NC(=O)C2CCN(c3ncnc4sc(C)c(C)c34)CC2)c1	0	2	-9	0.2	-1	4	3	-5	1.2	-7
COc1ccc2c3c(cccc13)C(=O)N(O)C2=O	-2	-2	6	-0.3	2	1	9	1	1.0	-7
Cc1ccc(C)c(Cn2c(=O)n(C)c(=O)c3sccc32)c1	2	4	1	0.4	-2	0	-10	-2	4.4	-4
O=C(NC(=S)NCC1CCCO1)c1ccc(Cl)cc1Cl (configuration not stated)	1	-4	12	-1.1	6	6	1	8	0.1	-3
COc1ccccc1CCNS(=O)(=O)c1cc2c3c(c1)C(C)C(=O)N3CCC2 (configuration not stated)	0	-3	-13	1.0	-5	3	-4	-3	-0.8	7
Cc1cc(C(=O)NC2CCCc3ccccc32)ccc1[N+](=O)[O-] (configuration not stated)	-1	0	10	1.0	-5	-3	-6	-5	-1.0	-12
O=C(C1CCN(C2CCN(Cc3ccc4cc(F)ccc4n3)CC2)CC1)N1CCCC1	-1	-3	-21	-2.8	14	-8	6	-1	-0.8	12
CC(C)C(OC(=O)C1CCCO1)C(=O)NC1CCCC1 (configuration not stated)	-2	1	28	-3.1	17	2	6	x	0.0	-2
CCOC(=O)Nc1nnc(-c2ccc(OC)c(OC)c2)s1	-4	0	-1	-2.5	10	0	-2	x	-1.7	-3
CCOC(=O)c1c(NC(=O)Cn2nnc(-c3ccc(Cl)cc3)n2)sc(C)c1C	-4	1	0	-2.6	13	0	5	-5	0.8	-12
CN(C)Cc1c(C(=O)N/N=C/c2ccncc2)nnn1-c1nonc1N	-2	4	1	-3.3	15	0	1	0	-0.5	-6
CCN(CC(=O)Nc1c(F)cccc1F)C(=O)CCSc1ccc(C)cc1	-3	-6	12	-1.8	9	-5	10	-2	-0.2	-16
(next part)
SMILES	V-ATPase pH	Keap1 Nrf2 FP	HTR5A inv ctr	MOR-DOR ag	OPRM1-OPRD1 inv	HTR5A ag ctr	cardiac RTF act	CAL PDZ FP	C-LANA FP	RTF Ca sens inh
Oc1ccc(/C=N/Nc2nc(-c3cccnc3)nc3ccccc23)c(O)c1	5	-2	20	3.0	-16	5	0	-2	1.5	-6
CC1(C)O[C@@H]2[C@H](O1)[C@@H](CO)O[C@H]2n1cnc2c(N)ncnc21	1	-5	15	-1.7	10	1	1	3	-0.9	-4
Cc1occc1C(=O)Nc1nnc(-c2ccncc2)s1	3	6	-16	2.7	-15	0	-3	x	1.2	-8
COCCCNC(=O)CCC(=O)NNc1nc2ccccc2c2nc(C)nn12	-1	2	-16	-0.9	6	5	0	-2	1.0	-12
CCNS(=O)(=O)c1ccc(NC(=O)Cn2nc(C(F)(F)F)cc2C)cc1	-2	-6	-7	-1.5	8	2	-3	-4	-0.7	6
Cc1ccc(Nc2nnc(C)c(=O)[nH]2)cc1	5	0	-12	-0.9	5	2	-4	-1	-1.0	-7
CCOC(=O)c1sc(NC(=O)CSc2nnnn2-c2ccc(C)c(C)c2)nc1C	x	-4	14	0.0	0	6	9	-3	2.0	2
Cn1cc(CN2CCC(n3nccc3NC(=O)CCc3ccccc3)CC2)cn1	3	-2	-13	-1.2	7	10*	-1	-8	0.0	-11
CSC1=N/C(=C\c2ccc(C)s2)C(=O)S1	2	8	0	3.8	-19	-1	4	-1	4.7	0
COC(=O)C(NS(=O)(=O)c1cccc(S(=O)(=O)NC(C(=O)OC)c2ccccc2)c1)c1ccccc1 (configuration not stated)	2	-2	-31	0.0	0	0	10	0	1.5	-5
CS(=O)(=O)c1ccc2nc(NC(=O)c3ccc(NS(=O)(=O)c4cccc([N+](=O)[O-])c4)cc3)sc2c1	0	-4	9	1.0	-5	6	2	-6	-0.4	-17
CC1CCN(C(=O)Cn2nnnc2CN2CCOCC2)CC1	-2	-1	-3	-2.8	14	1	-4	-3	1.8	-6
O=C(O)c1cccc(Nc2ncnc3sccc23)c1	-2	-5	x	x	x	x	x	5	1.0	x
Cc1cc(NS(=O)(=O)c2ccc(NS(=O)(=O)c3ccc(Br)cc3)cc2)no1	0	1	11	-1.2	9	-4	-1	-2	-0.5	1
O=C(OCc1cc(=O)n2c(n1)sc1ccccc12)c1ccc(O)cc1	6	0	-10	-0.4	2	12	0	-5	0.7	-7
CC(=O)Nc1cccc(N)c1	-4	6	-4	-2.6	14	1	-8	-3	-2.2	3
COc1ccc(/C=C2\SC(=S)N(CCC(=O)N(CCO)c3ccccc3)C2=O)cc1OC	-3	1	-16	-1.2	5	4	2	-4	-1.0	2
CCCCc1ccc(NC(=O)CC(C)(C)C)cc1	2	2	-12	7.2	-43	4	-4	-3	0.1	-11
COc1ccc(C)cc1NC(=O)CSc1nc(=O)n(CCCN2CCOCC2)c2c1CCCC2	4	-3	-12	-2.9	14	5	-6	-11	-0.8	9
CC(C)(C)C(=O)N1CCC(O)(CS(=O)(=O)Cc2ccccc2Cl)CC1	0	-1	4	-2.4	11	-2	-1	-2	-0.8	-3
O=C(CO/N=C/c1cccc([N+](=O)[O-])c1)NC1CCCCC1	2	-3	6	0.9	-6	-2	7	3	-3.0	2
CC(=O)Nc1ccc2[nH]c3ccccc3c2c1	-1	0	-10	-3.5	20	-1	2	-1	0.5	4

Compound profiles, from the list above. Order of values: V-ATPase pH	Keap1 Nrf2 FP	HTR5A inv ctr	MOR-DOR ag	OPRM1-OPRD1 inv	HTR5A ag ctr	cardiac RTF act	CAL PDZ FP	C-LANA FP	RTF Ca sens inh
`CC(C)(C)C(=O)N1CCC(O)(CS(=O)(=O)Cc2ccccc2Cl)CC1` is listed as 0	-1	4	-2.4	11	-2	-1	-2	-0.8	-3
`Cc1cc(NS(=O)(=O)c2ccc(NS(=O)(=O)c3ccc(Br)cc3)cc2)no1` is listed as 0	1	11	-1.2	9	-4	-1	-2	-0.5	1

Bioassay records as filed in PubChem.
